Compound activity deposited in PubChem by several laboratories.
M4 antag: antagonists of human muscarinic M4 receptor (CHRM4). P08173. CHO-hM4 cells, ACh EC80, Fluo-8 calcium fluorescence. inhibition, % at 3 µM. 360,000 tested, 0.73% active. AID 624125;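 active = inhibition above its plate's cutoff, the mean inhibition of sample wells plus 3 SD, cut at about 27% in these data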;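 also: 0% = acetylcholine EC80 with DMSO and 100% = DMSO without agonist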
Target sequence (P08173 whole entry, looked up): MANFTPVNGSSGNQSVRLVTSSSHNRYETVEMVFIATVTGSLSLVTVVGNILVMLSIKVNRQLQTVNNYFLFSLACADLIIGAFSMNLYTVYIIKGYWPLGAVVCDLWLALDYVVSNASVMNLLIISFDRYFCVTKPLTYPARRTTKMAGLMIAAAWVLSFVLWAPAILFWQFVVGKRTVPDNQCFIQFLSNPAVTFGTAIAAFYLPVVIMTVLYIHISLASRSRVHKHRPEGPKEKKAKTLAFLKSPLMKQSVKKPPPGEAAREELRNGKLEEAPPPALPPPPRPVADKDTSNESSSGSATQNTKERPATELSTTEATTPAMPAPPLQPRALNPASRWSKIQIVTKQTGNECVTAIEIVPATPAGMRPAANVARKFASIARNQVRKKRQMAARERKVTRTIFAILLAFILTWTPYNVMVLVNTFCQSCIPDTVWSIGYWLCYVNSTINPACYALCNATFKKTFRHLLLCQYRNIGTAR
CRFR2-BP antag: CRF-BP/CRF-R2 complex antagonism; inhibition, % at 11.8 µM; HEK293 CRF-R2/CRF-BP, CRF-induced calcium fluorescence; 350,000 tested, 0.59% active;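 active = inhibition of the ligand-induced calcium signal above about 50% at the single tested concentration, limit read from the data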
CHRM1 PAM: human CHRM1 positive allosteric modulation | 360,000 tested, 0.088% active | activation, % at 3 µM | P11229 | CHO-K1 hM1, Fluo-8 calcium fluorescence, ACh EC20; 0% = ACh EC20, 100% = maximal ACh; in the data active = activation above about 19%, passing the limit was not always enough
Target sequence (P11229 whole entry, looked up): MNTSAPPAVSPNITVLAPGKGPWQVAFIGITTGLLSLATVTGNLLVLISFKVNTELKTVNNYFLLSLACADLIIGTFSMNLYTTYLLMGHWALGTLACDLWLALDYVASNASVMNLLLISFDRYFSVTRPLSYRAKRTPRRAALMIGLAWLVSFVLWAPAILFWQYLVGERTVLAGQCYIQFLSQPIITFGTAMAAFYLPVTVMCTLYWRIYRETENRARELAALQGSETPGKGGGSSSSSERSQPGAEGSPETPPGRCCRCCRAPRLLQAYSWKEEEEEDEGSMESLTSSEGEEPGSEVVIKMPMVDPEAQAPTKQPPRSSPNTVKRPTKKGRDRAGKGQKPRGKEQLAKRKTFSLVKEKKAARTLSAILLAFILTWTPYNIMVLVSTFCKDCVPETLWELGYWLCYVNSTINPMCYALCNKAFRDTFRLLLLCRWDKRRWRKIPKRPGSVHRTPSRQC
M5 ag: CHRM5 agonism in calcium assay | P08912 | 360,000 tested, 0.19% active | activation, % at 3 µM | CHO-K1 hM5 cells, Fluo-8 calcium fluorescence; 0% DMSO wells, 100% maximal acetylcholine response;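 active = activation above the run's mean over test compounds plus 3 SD, cut at about 23% in these data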;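 also: signal is peak over basal fluorescence ratio across the kinetic read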
M4 PAM: CHRM4 positive allosteric modulation; AID 624126; CHO-K1 hM4/Gqi5, Fluo-8 calcium fluorescence, ACh EC20; 0% = ACh EC20, 100% = maximal ACh; P08173; activation, % at 3 µM; 360,000 tested, 0.4% active;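 active = activation above its plate's cutoff, the mean activation of sample wells plus 3 SD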; also: some results filed as inactive read as strong as hits
CRFBP-R2 agonist: CRF-BP/CRF-R2 complex agonism; HEK293 CRF-R2/CRF-BP, calcium dye fluorescence (FLIPR); percent of saturating CRF peptide response; activation, % at 13.2 µM; 350,000 tested, 0.46% active; AID 588473;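 active = activation of at least 50%, plus an integration ratio under a set limit after plate pattern correction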;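 also: plate controls were neutral control wells without compound for no effect and CRF at EC100 for full effect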
CHRM5 antagonist: antagonists of human muscarinic M5 receptor (CHRM5) | CHO-hM5 cells, Fluo-8 calcium fluorescence, ACh EC80 | inhibition, % at 3 µM | 360,000 tested, 0.59% active | P08912;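 active = inhibition above a per-plate cutoff, the mean of that plate's test compounds plus 3 SD, cut at about 27% in these data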;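 also: 0% = acetylcholine EC80 with DMSO and 100% = DMSO without agonist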
M5 PAM: potentiates acetylcholine response at human M5 receptor | P08912 | CHO-K1 hM5, Fluo-8 calcium, ACh EC20 PAM; 0% = ACh EC20, 100% = ACh EC100 | activation, % at 3 µM | 360,000 tested, 0.3% active;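 active = activation above the run cutoff, the mean activation of all test compounds plus 3 SD, cut at about 18% in these data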
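Replicates: One well per compound, no replicates | System: Human M5 receptor in CHO-K1 cells | Benchmarks: Low control EC20 acetylcholine (0%), high control EC100 acetylcholine (100%) | Probe or stimulus: Acetylcholine, EC20 level | Times: Fluo-8 loading 80 min at 37 °C plus 30 min room temperature | Signal: Intracellular calcium via Fluo-8 fluorescence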
M4 ag: agonists of human muscarinic M4 receptor (CHRM4); CHO-K1 hM4/Gqi5, Fluo-8 calcium fluorescence; vehicle 0%, full acetylcholine response 100%; AID 624127; activation, % at 3 µM; 360,000 tested, 0.14% active;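 active = activation above the run mean over all test wells plus 3 SD, cut at about 32% in these data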;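 also: peak over basal fluorescence ratio per well then scaled between controls; 0% = DMSO wells and 100% = acetylcholine at EC100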
The depositor's hits bear a star; nt = no result given.

Start of the data: the first 2 entries (preview)
SMILES	M4 antag	CRFR2-BP antag	CHRM1 PAM	M5 ag	M4 PAM	CRFBP-R2 agonist	CHRM5 antagonist	M5 PAM	M4 ag
COc1cccc(C(c2nnnn2CS(=O)(=O)c2ccc(C)cc2)N2CCN(C)CC2)c1OC (stereo not given)	4	-14	3	-7	-3	-0.1	1	-3	0
CC(=O)OCCNC(=O)c1cccnc1	-4	-9	2	3	1	-1.4	1	-5	-1

Main list, previewed entries included:
SMILES	M4 antag	CRFR2-BP antag	CHRM1 PAM	M5 ag	M4 PAM	CRFBP-R2 agonist	CHRM5 antagonist	M5 PAM	M4 ag
COc1cccc(C(c2nnnn2CS(=O)(=O)c2ccc(C)cc2)N2CCN(C)CC2)c1OC (stereo not given)	4	-14	3	-7	-3	-0.1	1	-3	0
CC(=O)OCCNC(=O)c1cccnc1	-4	-9	2	3	1	-1.4	1	-5	-1
COc1ccc(CC(=O)Oc2ccc(C)cc2Br)cc1S(=O)(=O)N1CCOCC1	-25	4	-1	-6	0	-0.7	10	-13	6
O=C(NNS(=O)(=O)c1ccc([N+](=O)[O-])cc1)c1ccc2ccccc2c1O	-8	0	6	-2	2	0.9	-4	-1	9
CC(C)(C)OC(=O)N[C@@H](Cc1ccccc1)c1nnc(SCC(=O)O)o1	-6	7	13	1	23	-0.5	-7	7	1
NC(=O)c1ccc(NC(=O)Cn2c(=O)n(-c3ccccc3)c(=O)c3oc4ccccc4c32)cc1	11	2	2	-3	-2	-2.2	3	1	0
O=C(Cn1nc(C(=O)O)c2ccccc2c1=O)Nc1ccc(Cl)c(S(=O)(=O)N2CCOCC2)c1	1	-11	6	3	0	1.8	6	4	6
O=C1CCC(=O)N1OCCCOc1ccc(Br)cc1Cl	-9	8	4	-4	1	1.7	-1	-1	2
CCCC(=O)NC(c1ccc(N(C)C)cc1)c1ccc2cccnc2c1O (stereo not given)	-13	18	21	4	-1	-1.7	-9	14	2
COc1cc(CCN2C(=O)c3cccc4cccc(c34)C2=O)c(S(=O)(=O)N2CCC(C)CC2)cc1OC	2	15	5	0	-6	5.3	-18	4	1
O=C(CCNC(=O)Cn1ccc2ccccc2c1=O)NCc1ccccn1	4	6	5	2	-9	-1.5	-10	4	1
COCCN(C(=S)Nc1cccc(OC)c1)C1CCN(C(C)=O)CC1	1	8	6	0	1	4.4	4	-2	1
O=C(NC1CCCC1)c1cnn2c(C(F)(F)F)cc(-c3ccc4c(c3)OCO4)nc12	0	-2	2	0	1	16	-3	3	0
Cc1cc(C)c(S(=O)(=O)N2CCC(C(N)=O)CC2)cc1C	-18	-4	6	0	6	5.2	-9	2	1
CS(=O)(=O)N1CCC(C(=O)Nc2ccc(F)cc2)CC1	-1	1	4	2	-7	0.4	5	0	0
CCN(CC)C(=O)c1cccc2c1C(=O)c1ccccc1-2	-2	-5	5	-5	2	0.7	0	0	1
Cc1cc(/C=C2\C(=N)N3N=C(C(C)C)SC3=NC2=O)c(C)n1Cc1ccccc1	6	2	4	1	-3	-0.3	11	-4	9
O=C(CCCc1nc(-c2ccccc2)no1)N1CCOCC1	4	6	9	-1	9	-3.0	-3	-1	2
CCOc1cc(C(=O)N/N=C\c2cn(CC)nc2C)cc(OCC)c1OCC	1	-21	-2	-4	0	-1.0	-8	-3	0
Cn1c(CNC(=O)c2ccco2)nnc1SCC(=O)c1ccc(F)cc1	0	0	2	-1	-1	-2.6	-2	2	0
O=C(N/N=C/c1ccc[nH]1)c1ccc(Cl)cc1	-2	-2	12	1	9	-4.2	-4	2	1
CC(Sc1nc2sccc2c(=O)n1-c1ccccc1)C(N)=O (stereo not given)	5	9	7	0	0	-0.3	-3	2	1
O=C1NC(=O)/C(=C\c2ccccc2OCc2cccc([N+](=O)[O-])c2)N1	-7	2	-4	-6	-8	-1.3	10	-11	11
CC1(C)CC(O)C(CCC(O)c2ccccc2)C(C)(C)N1 (stereo not given)	1	-3	14	0	2	0.0	0	8	0
O=C(COc1ccc(-c2ccccc2)cc1)NNC(=O)Nc1ccc(F)cc1F	8	21	17	3	0	-0.3	19	43*	0

An excerpt from above in order of their number in CRFR2-BP antag, descending.
Structure | CRFR2-BP antag
CCCC(=O)NC(c1ccc(N(C)C)cc1)c1ccc2cccnc2c1O (stereo not given) | 18
COCCN(C(=S)Nc1cccc(OC)c1)C1CCN(C(C)=O)CC1 | 8
CC(C)(C)OC(=O)N[C@@H](Cc1ccccc1)c1nnc(SCC(=O)O)o1 | 7
CCN(CC)C(=O)c1cccc2c1C(=O)c1ccccc1-2 | -5
CC(=O)OCCNC(=O)c1cccnc1 | -9

Continuation:
SMILES	M4 antag	CRFR2-BP antag	CHRM1 PAM	M5 ag	M4 PAM	CRFBP-R2 agonist	CHRM5 antagonist	M5 PAM	M4 ag
CSc1ccccc1OCc1cc(C(=O)NCc2cccc(C)n2)no1	-10	15	-1	-1	-6	1.5	0	-3	5
CCC1CCCCN1c1nc(-c2cccc(OC)c2O)nc2ccccc12 (stereo not given)	1	-20	20	3	-6	-0.9	-4	-3	0
CC(C)C1C(=O)N(Cc2cn(CCC3OCCO3)nn2)CCS(=O)(=O)N1Cc1ccc(-c2ccccc2)cc1 (stereo not given)	-2	-8	3	0	-3	-0.6	-3	1	7
O=C1C2CC=CCC2C(=O)N1c1n[nH]c(CCc2ccccc2)n1 (stereo not given)	8	-3	4	0	-1	0.5	2	-2	0
CCc1ccc2nc(NC(=O)c3cc(C)on3)sc2c1	-10	-23	5	19	9	-1.2	-17	6	0
CSc1ccccc1NC(=O)CN(C)C(=O)CCc1c[nH]c2ccccc12	-15	-5	6	-2	2	0.1	8	-6	3
C=CCN(CC=C)C(=O)Cn1cnc([N+](=O)[O-])n1	-5	15	10	-2	5	9.2	-8	-1	0
CN(N)c1nc(N2CCCC2)nc(N2CCCC2)n1	3	3	7	-1	-7	-1.3	15	-2	0
CC(=O)NC(CCS(C)(=O)=O)C(=O)Nc1cccc2ccccc12 (stereo not given)	-2	-2	2	0	3	0.1	-1	-1	1
Cc1ccc(C(=O)c2c3ccccc3[n+]([O-])n2[C@@H](C)C(N)=O)cc1	8	7	4	-5	5	-1.2	5	9	1
CC1CC(CC(=O)Nc2nc(-c3ccccc3)cs2)C(=O)O1 (stereo not given)	1	3	3	3	10	0.1	1	2	4
Cc1ccc(NC(=O)COC(=O)CCc2c(C)nc3ncnn3c2C)cc1C	5	-5	0	-4	3	-0.1	27	2	0
O=C(Cn1cc(Cl)c([N+](=O)[O-])n1)NCCC1=CCCCC1	-14	6	10	-5	9	0.4	11	3	1
CCCCc1nc2ccccc2[nH]1	-5	18	-1	1	-2	-1.9	-2	5	0
Cc1ccccc1Nc1nnc(C)c(=O)[nH]1	-5	-3	13	2	10	1.5	-5	4	1
CCCS(=O)(=O)c1c(S(=O)(=O)CCC)c2c(C)cccn2c1C(=O)OC	-15	-15	-4	2	-1	-1.9	6	-4	11
CCCNC(=O)C1(C)CCN1C(=O)C/C=C/c1ccccc1 (stereo not given)	-17	nt	11	-2	5	nt	6	1	2
COc1cc(C(=O)Nc2ccc3c(c2)OCO3)c([N+](=O)[O-])cc1OC	-12	5	13	-3	12	-2.6	-3	1	2
CCC(C)(C)n1nnnc1C(c1cccnc1)N1CCN(c2cccc(C(F)(F)F)c2)CC1 (stereo not given)	7	-18	6	-17	-3	-1.0	5	-2	0
O=C(O)CCN1c2ccccc2Sc2ccccc21	-26	7	5	-5	1	-2.5	-3	1	1
COc1ccc(NS(=O)(=O)c2cccc(C(=O)NCc3ccccc3CN3CCOCC3)c2)cc1	-23	-1	-6	0	-7	0.3	-6	-9	16
Cn1c(=O)[nH]c(=O)c2c1nc(NCc1ccccc1)n2CCCc1ccccc1	2	4	-11	-1	-2	-4.7	4	-11	0
COc1ccc(CN2CCN(CCc3ccccc3)C(CCO)C2)cc1Cn1cncn1 (stereo not given)	3	-19	-9	-10	-5	2.1	10	-6	0
Cc1c(C(=O)OCC(=O)NCc2ccco2)oc2ccccc12	-5	9	3	-9	8	0.3	1	-3	2
Cc1oc(-c2cc(F)ccc2F)nc1CN1CCCN(C(=O)c2ccco2)CC1	-5	24	7	-3	0	0.6	-6	0	3
(list continues)
SMILES	M4 antag	CRFR2-BP antag	CHRM1 PAM	M5 ag	M4 PAM	CRFBP-R2 agonist	CHRM5 antagonist	M5 PAM	M4 ag
CN(C)CCC1(C2=CCCC2)CC/C(=C/c2ccc(Cl)cc2)C1=O (stereo not given)	11	-40	-14	-12	-9	7.8	10	-27	9
Cc1ccc(C(=O)OCC(=O)NC(=O)c2ccc(C(C)(C)C)cc2)c(O)c1	4	0	-12	1	2	-0.5	-5	0	0
COc1ccccc1Cc1c(-c2cccc(Br)c2)nc2ccc(Br)cn12	-13	nt	8	-4	16	nt	4	-4	-1
COC(=O)c1nn(-c2ccccc2)c(-c2ccccc2)c1C(=O)c1ccccc1	-8	35	-9	-6	-4	-0.9	-1	-2	1
Cn1cnnc1SCC(=O)NN1C(=O)NC(C)(c2ccccc2)C1=O (stereo not given)	3	3	6	2	-2	-2.7	0	2	0
COc1cc(/C=C2\C(=N)N3N=C(S(C)(=O)=O)SC3=NC2=O)ccc1OCCOc1ccccc1C	-9	46	9	-2	7	2.1	1	1	1
COC(=O)c1ccc(/C=N\N2CCN(c3ccccc3)CC2)cc1	-6	16	12	2	2	0.2	-13	6	0
O=C(CCNC(=O)C1CCN(S(=O)(=O)c2ccccc2)CC1)NCCc1cccc(F)c1	6	-2	-10	-1	-5	-0.5	2	0	2
Cc1c(N2C(=O)CS/C2=N\N=C\c2ccc(Cl)cc2)c(=O)n(-c2ccccc2)n1C	7	6	2	-5	-9	-0.1	-7	-1	0
CN=C(Nc1ccc(Br)cc1)SC1CC(=O)N(c2ccc(OC)cc2)C1=O (stereo not given)	-8	-20	2	2	-4	2.8	6	-5	10
CCN(CC)c1ccc(C(=O)NNC(=O)CCc2nc3ccccc3c(=O)[nH]2)cc1	0	11	3	-5	2	-0.4	9	-1	2
O=C(N/N=C/c1cccs1)c1c[nH]c2ccccc12	-13	1	4	0	-4	-2.7	-3	-2	5
O=C(CCn1c(=O)oc2ccccc21)N1CCN(c2ccccc2Cl)CC1	-7	5	9	-8	4	-1.1	0	2	3
COC(=O)C1C(O)=CC(=O)CC1C (stereo not given)	5	7	5	-3	-1	2.6	2	3	1
CC1CN(c2oc(-c3cccs3)nc2C#N)CC(C)O1 (stereo not given)	-5	-1	6	-3	8	-0.8	6	-1	2
Cc1ccccc1C(=O)N=c1ccn(-c2nc3ccccc3nc2NS(=O)(=O)c2ccccc2)cc1	-3	-2	5	-5	0	28	12	0	1
CCc1ccc(NC(=O)C(=O)NCCOc2ccccc2Cl)cc1	-10	-16	10	0	13	0.2	13	5	1
CC1=C(C(=O)N(C(C)C)C(C)C)CC(CC(=O)NCCCN(C)C)C(=O)N1Cc1ccccc1 (stereo not given)	4	nt	-5	-1	-5	nt	3	2	0
COC(C[C@@H]1O[C@H]1[C@@H](O)[C@@H](C)OCc1ccccc1)OC	-4	7	12	8	21	-0.7	0	0	2
CCOC(=O)c1[nH]c2ccccc2c1NC(=S)Nc1cccc(C)c1	-6	-1	5	0	-2	-2.9	-1	-2	1
O=C1CSC(c2ccccc2)N1c1cccnc1 (stereo not given)	6	4	-4	1	-11	-1.9	9	-10	8
CCOC(=O)Nc1cc(N)ncn1	-9	-1	2	6	-2	-2.4	-1	4	1
